# CDK5 inh – CDK5/p35 (human) kinase inhibition. AID 488839. 0.01% of 330,000 active. Q00535+Q15078. Recombinant CDK5/p35, ADP-Glo luminescence, 60 min. inhibition, % at 10 µM;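 active = highest replicate inhibition of at least 50% and at least 75% of replicates reaching 50%; inconclusive = only one of the two criteria met; inactive = both criteria failed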;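 also: plate controls were DMSO neutral control for no effect and GW8510 at 10 µM for full effect; many of its hits are not listed in these tables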
# Target sequence (Q00535 whole entry, looked up): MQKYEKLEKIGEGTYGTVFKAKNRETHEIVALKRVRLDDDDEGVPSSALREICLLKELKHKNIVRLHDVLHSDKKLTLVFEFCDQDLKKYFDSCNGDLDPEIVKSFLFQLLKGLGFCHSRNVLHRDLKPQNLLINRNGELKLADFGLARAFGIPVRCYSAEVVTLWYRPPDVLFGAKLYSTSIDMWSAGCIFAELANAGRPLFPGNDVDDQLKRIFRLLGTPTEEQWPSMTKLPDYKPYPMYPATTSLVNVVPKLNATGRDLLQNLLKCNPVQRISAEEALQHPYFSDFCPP
# Target sequence (Q15078 whole entry, looked up): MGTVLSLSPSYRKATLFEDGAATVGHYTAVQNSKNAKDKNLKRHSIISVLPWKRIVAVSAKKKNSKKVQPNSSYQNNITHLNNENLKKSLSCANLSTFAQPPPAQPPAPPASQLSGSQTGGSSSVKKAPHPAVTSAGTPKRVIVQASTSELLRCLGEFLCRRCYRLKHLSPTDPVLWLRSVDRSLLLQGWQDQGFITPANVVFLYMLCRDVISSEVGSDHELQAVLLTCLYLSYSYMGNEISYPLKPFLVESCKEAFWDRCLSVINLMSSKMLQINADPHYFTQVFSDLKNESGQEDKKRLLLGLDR
# PvdQ inh – blocks Pseudomonas aeruginosa PvdQ acylase activity; 0.063% of 340,000 active; purified PvdQ acylase, fluorescence plate reader; inhibition, % at 10 µM; in the data active = inhibition above about 30%, passing the limit was not always enough; inconclusive = no clear call, values can overlap the other calls;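 also: 0% = vehicle neutral wells and 100% = reference inhibitor wells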
# Mot1-301 SUMO – blocks SUMOylation pathway, rescuing yeast Mot1-301 growth | 1% of 320,000 active | AID 2716 | growth rescue, % at 18.8 µM | S. cerevisiae Mot1-301 growth rescue, ATP luminescence, 38.5C; percent above DMSO median, 100 means doubled;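 active = every valid replicate shows activation above 250% relative to neutral control wells; inactive = the rest, any valid replicate at or below 250%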;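 also: OY570 slx delta 5 strain wells were the positive control but not used for scaling; some compounds called inactive have numbers as strong as hits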
# NSD2 HMT inh – NSD2 (human) methyltransferase inhibition. 0.54% of 310,000 active. NSD2 peptide methylation, AlphaScreen, 120 min. O96028. inhibition, % at 12.5 µM; in the data active = inhibition above about 50%
# Keap1-Nrf2 PPI – Keap1-Nrf2 (human) interaction inhibition; Q14145; AID 504523; 0.15% of 340,000 active; Keap1 Kelch-Nrf2 peptide fluorescence polarization, 1536-well; inhibition, % at 9.4 µM; in the data active = inhibition above about 12%; inconclusive = no clear call, values can overlap the other calls; inactive = below about 7.3%;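 also: human Keap1 Kelch domain with fluorescein labeled Nrf2 9mer peptide probe; 0% = neutral control wells and 100% = peptide positive control; higher means more block of Keap1 binding to Nrf2 peptide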
# RTF Ca sens inh – cardiac RTF calcium desensitization. P19429+P45379. IANBD-labeled cardiac RTF, Ca2+ fluorescence. inhibition, % at 7.15 µM. 0.12% of 340,000 active;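 active = inhibition above the mean inhibition of all tested compounds plus 3 SD, cut at about 17% in these data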;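 also: assay run at fixed EC70 calcium of 1.6 mM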
# PfHsp90 set2 – reduces growth (ATP signal) of yeast expressing P. falciparum Hsp90 | S. cerevisiae expressing PfHsp90, BacTiter-Glo ATP, 48 h; yeast lacking PDR1 and PDR3 efflux regulators | inhibition, % at 9.4 µM | 0.32% of 310,000 active;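 active = every replicate shows inhibition above about 80%, whatever the replicate mean, limit read from the data; inconclusive = mean inhibition reaches the set limit but some replicate falls short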;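 also: 0% = DMSO neutral controls and 100% = 20 µM radicicol positive controls; yeast relying on Plasmodium falciparum Hsp90 in place of its own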
# cardiac RTF act – increases calcium sensitivity of human cardiac regulated thin filaments. IANBD-labeled TnC RTF fluorescence at EC20 calcium; 0% EC20 calcium, 100% full calcium. activation, % at 7.2 µM. 0.24% of 340,000 active;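 active = activation above the mean over all tested compounds plus 3 SD, cut at about 30% in these data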;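 also: rise in fluorescence read as greater calcium sensitivity of cardiac thin filaments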
# LANA DNA inh – inhibitors of KSHV LANA C-terminal domain DNA binding; AID 504423; inhibition, % at 9 µM; 0.078% of 340,000 active; MBP-C-LANA/FAM-LBS DNA binding, fluorescence polarization;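 active = highest replicate inhibition at or above 60% at 9 µM, even if other replicates fall short; inactive = all replicates below 60% inhibition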;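 also: 0% = neutral control wells and 100% = 4 µM acridine orange control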
# dFosB activator – mouse delta FosB homodimer activation. activation, % at 25 µM. purified delta FosB, TAMRA-CDK5 oligo fluorescence polarization; percent of positive-control signal above neutral wells. 0.99% of 340,000 active. P13346;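 active = mean activation above about 17%, with every replicate also reaching it, limit read from the data, passing the limit was not always enough; inconclusive = only one of the two conditions met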;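 also: fluorescence polarization rise as delta FosB binds a TAMRA Cdk5 AP-1 oligo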
# Rtt109 HAT inh – blocks Candida albicans Rtt109/Vps75 acetyltransferase activity | purified Rtt109/Vps75, ThioGlo CoA-SH fluorescence, 4 h | Q5AAJ8 | inhibition, % at 34.9 µM | AID 540336 | 0.16% of 330,000 active;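 active = inhibition of at least 50% in every replicate; inconclusive = best replicate reaches 50% inhibition but some replicates fall short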
# Target sequence (Q5AAJ8 whole entry, looked up): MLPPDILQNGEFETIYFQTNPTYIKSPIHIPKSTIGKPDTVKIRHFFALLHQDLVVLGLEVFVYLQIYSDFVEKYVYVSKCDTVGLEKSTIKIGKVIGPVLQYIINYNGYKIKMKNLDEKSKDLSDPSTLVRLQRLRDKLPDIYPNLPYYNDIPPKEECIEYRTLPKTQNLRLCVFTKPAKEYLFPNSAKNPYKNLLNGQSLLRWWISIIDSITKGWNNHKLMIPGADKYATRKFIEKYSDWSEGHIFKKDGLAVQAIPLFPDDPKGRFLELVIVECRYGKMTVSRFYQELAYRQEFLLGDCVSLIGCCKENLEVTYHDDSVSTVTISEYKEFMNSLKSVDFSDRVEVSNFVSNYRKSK
# The depositor's hits bear a star; ? = inconclusive; nt = no result given.
SMILES,CDK5 inh,PvdQ inh,Mot1-301 SUMO,NSD2 HMT inh,Keap1-Nrf2 PPI,RTF Ca sens inh,PfHsp90 set2,cardiac RTF act,LANA DNA inh,dFosB activator,Rtt109 HAT inh
CCOc1ccc(-n2c(N)c(C(=O)N3CCN(C)CC3)sc2=S)cc1,0.5,-5,-1,0,5,-6,nt,-1,0.3,-3,3
CCCS(=O)(=O)c1snnc1C,-0.6,-13,-2,-3,-2,-24,10,5,1.8,-11,-3
Cn1c(=O)c2c(ncn2CC(=O)OCC(=O)NCc2ccc(Cl)cc2)n(C)c1=O,2.1,?,-6,-2,-5,-2,6,0,-1.9,-2,-4
CC(=O)Nc1ccc(NC(=O)CCc2c(C)noc2C)cc1,-0.1,-14,nt,1,4,-6,-3,2,3.0,1,-6
C=CCC(C)(NCc1ccccc1)c1ccccc1 (stereo not given),1.5,-18,-7,-5,-3,-2,3,2,-0.3,3,6
O=C1NC(c2cccc(OCc3ccccc3)c2)Nc2ccccc21 (stereo not given),-0.9,-9,nt,-3,1,1,-14,-3,-1.2,1,4
CCOC(=O)c1[nH]ncc1CN1CCN(Cc2ccccc2)C(CCO)C1 (stereo not given),0.3,-14,-11,6,-4,-8,3,-1,-1.4,-4,-6
O=C1C=C(c2cccc3c2sc2ccccc23)C[C@@H](c2ccc(F)cc2)C1,2.4,-7,-11,nt,-2,-6,3,3,-0.5,2,-3
Nc1nc(NCc2c(F)cccc2Cl)nn1-c1ccccc1,0.3,-10,-10,8,4,2,-10,7,-1.6,2,-4
O=C(C1CCN(Cc2cn[nH]c2-c2ccc(F)cc2F)CC1)N1CCOCC1,-2.1,-11,-13,-1,-6,-10,16,3,0.7,-7,2
CC1=C(C#N)C(Nc2cccc(C)n2)(C(F)(F)F)C(=O)N1 (stereo not given),0.9,-8,-9,0,1,-2,-1,2,0.0,1,-4
CC(=O)N1CCN(Cc2nc3cc(NC(=O)C4CCCCC4)ccc3n2C)CC1,-1.7,-8,3,-1,-3,-7,nt,-1,0.5,4,11
COc1ccc(-n2c(-c3ccco3)nc3c(cnn3-c3ccc(C)cc3)c2=O)cc1,-0.8,2,20,-2,-2,4,0,2,-1.2,-15,-7
COc1ccccc1-c1nc(SCC(=O)N2CCC(C(N)=O)CC2)n[nH]1,-1.3,-5,-3,3,-3,-1,-5,-1,0.3,2,2
CCOc1ccc(NC(=S)NC(=O)c2ccco2)cc1,-1.0,-1,44,2,-5,-4,10,-3,-0.1,-2,-5
O=C(Nc1ccc(Br)cn1)c1cccc(C(=O)Nc2ccc(Br)cn2)c1,-0.6,-13,-10,-1,4,-6,-2,4,1.6,-10,-10
O=C(CSCc1ccc(Cl)cc1)Nc1ccc2c(c1)OCCO2,0.7,15,nt,0,-1,-3,3,-3,-0.2,-7,-9
Cn1cc(C(=O)Nc2cccc(F)c2)cn1,-0.1,-2,234,-3,-2,-7,16,-5,0.0,-1,-10
COc1ccc(NC(=O)C2CCCNC2=O)cc1 (stereo not given),-1.4,6,-5,-1,-2,0,17,-3,0.9,5,4
Cc1cccc(C)c1NC(=O)c1ccccc1C(=O)O,0.1,-21,128,0,0,-4,-14,2,-1.4,-7,-2
CCc1cc(C(N)=O)c(NC(=O)c2ccc(OC)cc2)s1,-0.7,11,15,33,-1,-3,10,-11,0.1,-1,2
N=c1c(C(=O)NCc2ccc3c(c2)OCO3)cc2c(=O)n3ccccc3nc2n1CC1CCCO1 (stereo not given),-0.4,-10,-17,1,-2,-5,5,5,-2.4,-9,7
O=c1cc(N2CCCC2)c2ccccc2o1,2.2,-4,-1,-3,1,-14,-20,1,1.6,-1,3
O=C(COc1coc(CN2CCc3ccccc3C2)cc1=O)Nc1cccc([N+](=O)[O-])c1,-0.4,-10,-23,1,-2,-2,-13,-9,-0.5,-5,1
CCC(C)(C#CCN1CCCCC1)OCCC#N (stereo not given),-1.7,-8,6,-3,-3,-7,29,-2,0.6,0,-11

# Shown bar-delimited: 8 of the compounds above
SMILES | CDK5 inh | PvdQ inh | Mot1-301 SUMO | NSD2 HMT inh | Keap1-Nrf2 PPI | RTF Ca sens inh | PfHsp90 set2 | cardiac RTF act | LANA DNA inh | dFosB activator | Rtt109 HAT inh
CCOc1ccc(-n2c(N)c(C(=O)N3CCN(C)CC3)sc2=S)cc1 | 0.5 | -5 | -1 | 0 | 5 | -6 | nt | -1 | 0.3 | -3 | 3
CCCS(=O)(=O)c1snnc1C | -0.6 | -13 | -2 | -3 | -2 | -24 | 10 | 5 | 1.8 | -11 | -3
Cn1c(=O)c2c(ncn2CC(=O)OCC(=O)NCc2ccc(Cl)cc2)n(C)c1=O | 2.1 | ? | -6 | -2 | -5 | -2 | 6 | 0 | -1.9 | -2 | -4
CC(=O)Nc1ccc(NC(=O)CCc2c(C)noc2C)cc1 | -0.1 | -14 | nt | 1 | 4 | -6 | -3 | 2 | 3.0 | 1 | -6
C=CCC(C)(NCc1ccccc1)c1ccccc1 (stereo not given) | 1.5 | -18 | -7 | -5 | -3 | -2 | 3 | 2 | -0.3 | 3 | 6
O=C1NC(c2cccc(OCc3ccccc3)c2)Nc2ccccc21 (stereo not given) | -0.9 | -9 | nt | -3 | 1 | 1 | -14 | -3 | -1.2 | 1 | 4
CCOC(=O)c1[nH]ncc1CN1CCN(Cc2ccccc2)C(CCO)C1 (stereo not given) | 0.3 | -14 | -11 | 6 | -4 | -8 | 3 | -1 | -1.4 | -4 | -6
O=C1C=C(c2cccc3c2sc2ccccc23)C[C@@H](c2ccc(F)cc2)C1 | 2.4 | -7 | -11 | nt | -2 | -6 | 3 | 3 | -0.5 | 2 | -3

# (list continues)
SMILES,CDK5 inh,PvdQ inh,Mot1-301 SUMO,NSD2 HMT inh,Keap1-Nrf2 PPI,RTF Ca sens inh,PfHsp90 set2,cardiac RTF act,LANA DNA inh,dFosB activator,Rtt109 HAT inh
COC(=O)c1cn(C(=O)c2ccco2)c2ccccc12,0.3,-3,-2,0,-2,-5,15,-6,0.6,-24,-2
Cc1ccc(N2C(=O)CCSC23C(=O)Nc2ccccc23)cc1 (stereo not given),-1.4,-14,nt,10,-6,-4,28,3,-0.3,-3,-3
COc1ccc(O)c(/C=N/NC(=O)c2ccc(CSc3nc(C)cc(C)n3)cc2)c1,0.3,3,9,-1,1,7,10,7,0.3,3,0
CCOc1ccc(NC(=O)CC2C(=O)N(c3ccc(OC)cc3)C(=O)N2Cc2ccc(OC)cc2)cc1 (stereo not given),1.6,-9,-1,nt,-2,-2,3,5,-0.5,-3,16
CCn1cc(C(=O)NCC2CCCO2)c(=O)c2cc(S(=O)(=O)N3CCC(C)CC3)ccc21 (stereo not given),-0.6,-14,-5,0,-3,-9,nt,3,-0.9,-2,10
COc1cccc(-n2c(SCC(=O)NC3CCCC3)nnc2-c2ccco2)c1,-3.7,-4,-11,-1,-2,-2,14,-4,-0.9,-7,-19
O=c1c(O)c(-c2ccc(O)cc2)oc2cc(O)cc(O)c12,2.2,4,-6,nt,-3,-6,nt,4,-3.3,6,14
C=CCNc1nc2c(c(=O)n(C)c(=O)n2C)n1CCCCCC,-1.6,-16,6,2,-1,-11,nt,0,-1.8,-6,nt
Cc1ccc(Cl)c(NC(=O)CSc2cccc[n+]2[O-])c1Cl,-2.2,-16,-6,-2,-5,-4,0,1,0.3,0,-2
Cn1c(N/N=C/c2cc3ccccc3nc2Cl)nc2ccccc21,-1.1,-9,44,-1,-2,-9,51,11,2.0,-7,-5
CN(C)S(=O)(=O)c1ccc(C(=O)OCC2CCCO2)cc1 (stereo not given),0.2,-10,-9,-3,-1,1,-16,-5,-1.5,6,-11
CCOC(=O)CON1C(=O)C(C)(C)N(OCC(=O)OCC)C(=O)C1(C)C,-3.5,-7,-12,nt,-6,-5,-29,1,-2.0,3,-2
CN(C)S(=O)(=O)c1ccc(C(=O)OCC(=O)NC(=O)NC2CCCC2)cc1,-1.7,6,-1,15,-3,-5,15,-1,7.0,-9,5
O=c1oc2cc(Br)ccc2n1CSC1=NCCS1,1.0,4,28,-2,-6,-2,-63,-1,-0.3,-1,10
Cc1cccc(C(=O)OCC(=O)NC(=O)Cc2ccccc2)c1O,-1.3,0,22,2,4,1,-4,-1,0.4,-3,-7
CN(CCOc1ccccc1)C(=O)C1CCN(C(=O)c2ccc(F)cc2)CC1,-0.4,-29,17,-2,-5,1,11,-2,-4.4,-2,0
CC(NC(=O)CN1CCN(C(=O)c2cccs2)CC1)c1ccc(F)cc1F (stereo not given),-0.1,6,2,1,-7,0,nt,1,-0.4,0,6
O=C(CSc1nnnn1-c1ccccc1)Nc1ccc(Cl)cc1,0.8,-12,-1,-5,1,-12,-9,3,-0.4,10,1
CCOC(=O)N1CCN(S(=O)(=O)c2c(C)cc(C)cc2C)CC1,-1.2,1,-13,-3,-3,-1,-41,-1,-0.7,-1,3
O=C(CN(Cc1ccc(F)cc1)S(=O)(=O)c1ccccc1)N1CCCCC1,-1.5,-11,3,-5,0,-6,-15,4,-0.1,-4,-2
Cc1ccc(CNC(=O)c2ccccc2NC(=O)CSc2nnnn2C)cc1,1.0,-11,10,-3,-8,-2,-21,0,-1.9,-1,0
COc1ccc(/C=C/c2c(-c3cccc(C)c3)oc3ccc(N4CCOCC4)cc23)cc1,12,-15,-18,nt,-3,3,-5,-10,0.3,3,-6
O=C(NCCc1ccccc1)C1CCCN(S(=O)(=O)c2cccc3nsnc23)C1 (stereo not given),-2.4,2,5,0,0,3,19,3,1.8,9,-2
Cc1cccc(S(=O)(=O)NCCc2cn3ccccc3n2)c1,1.5,-9,100,0,4,4,5,2,0.4,0,6
CCCN(CCC)Cc1c(C(=O)N/N=C/C(C)=C\c2ccccc2)nnn1-c1nonc1N,0.8,-7,332,-1,1,1,-26,-3,2.0,-5,9
CSCC[C@H](NC(=O)C1CCN(S(=O)(=O)c2ccc(C)cc2)CC1)C(=O)NCC1CCCO1 (stereo not given in full),-2.9,-9,-9,-4,-4,-1,11,-1,0.5,-6,-13
Cc1ccc(C(=O)CCC(=O)N2CCC(C(N)=O)CC2)s1,0.4,-7,137,-1,4,-3,-34,1,-0.2,-4,-1
COc1ccccc1-c1sc2ccccc2c1-c1ccccc1OC,-0.8,-11,79,nt,-1,-4,-12,5,2.3,-8,1
CCCCN(CC)CCNC(=O)c1cc2c(C)nc3ccccc3c2o1,-0.7,-18,4,nt,-5,-3,12,3,-12,-24,9
COc1ccc(Cl)cc1S(=O)(=O)N1CCN(C(=O)c2cc(OC)c(OC)c(OC)c2)CC1,-5.6,-5,nt,15,-9,-5,11,-1,-1.3,-9,2

# Screening results as filed in PubChem.
